Bioassay records: PubChem BioAssay, several laboratories
Rv3671c inh – inhibits the M. tuberculosis serine protease Rv3671c | P9WHR9 | inhibition, % at 5.96 µM | actives 0.048% (n = 320,000) | AID 2606; in the data active means inhibition above about 38%;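 further: extracellular domain of Rv3671c used as enzyme; 0% = enzyme with DMSO and 100% = no enzyme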
GDH-TPI inh – inhibits GDH-TPI coupling enzymes, artifact for Mtb FBA screen; GDH-TPI coupled enzyme counterscreen, NADH absorbance; inhibition, % at 4.8 µM; actives 1.2% (n = 360,000); in the data active means inhibition above about 30%;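 further: 0% = DMSO wells and 100% = wells lacking the enzyme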
Mtb UGM inh – inhibitors of M. tuberculosis UDP-galactopyranose mutase. purified UGM, fluorescence polarization probe displacement. inhibition, % at 10 µM. P9WIQ1. actives 0.06% (n = 320,000); in the data active means inhibition above about 10%, passing the limit was not always enough; inconclusive means no clear call, values can overlap the other calls
Target sequence (P9WIQ1 whole entry, looked up): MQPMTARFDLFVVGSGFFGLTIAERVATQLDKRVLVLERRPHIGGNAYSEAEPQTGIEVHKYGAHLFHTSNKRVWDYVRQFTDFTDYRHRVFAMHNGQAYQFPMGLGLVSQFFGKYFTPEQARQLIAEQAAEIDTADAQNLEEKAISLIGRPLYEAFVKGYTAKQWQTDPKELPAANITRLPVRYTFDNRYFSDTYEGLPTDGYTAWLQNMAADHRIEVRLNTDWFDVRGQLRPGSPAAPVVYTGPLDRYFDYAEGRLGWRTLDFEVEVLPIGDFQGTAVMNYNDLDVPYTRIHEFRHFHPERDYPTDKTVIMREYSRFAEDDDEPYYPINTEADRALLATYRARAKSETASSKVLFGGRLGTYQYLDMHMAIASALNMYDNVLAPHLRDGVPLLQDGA
BoNT F protease – BoNT F light chain protease inhibition. Multiplex microsphere protease cleavage assay, flow cytometry. inhibition, % at 10 µM. actives 0.22% (n = 360,000); in the data active means inhibition above about 35%, passing the limit was not always enough; inconclusive means no clear call, values can overlap the other calls; further: plate controls were buffer without enzyme for full effect and enzyme alone for no effect
PrPC TRFRET – inhibitors of human cell surface prion protein PrPC. P04156. TR-FRET read-out. inhibition, % at 13.8 µM. actives 0.43% (n = 370,000). AID 720596; in the data active means inhibition above about 24%; further: 0% = median of the test wells and 100% = reference compound wells
MazEF act – increases E. coli MazEF RNase cleavage of RNA; activation, % at 20 µM; FAM/BHQ RNA-DNA oligo cleavage fluorescence, 5 h; actives 0.32% (n = 350,000); AID 504720; P0AE70; in the data active means activation above about 50%
Target sequence (P0AE70 whole entry, looked up): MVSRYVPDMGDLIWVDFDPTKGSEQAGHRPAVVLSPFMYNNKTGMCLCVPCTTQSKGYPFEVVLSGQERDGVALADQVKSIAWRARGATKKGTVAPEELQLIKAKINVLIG
FadD28 FP inh – inhibitors of Mycobacterium tuberculosis FadD28 bisubstrate binding. FadD28 bisubstrate probe binding, fluorescence polarization. actives 0.22% (n = 360,000). inhibition, % at 12.5 µM; in the data active means inhibition above about 8.5%, passing the limit was not always enough; inconclusive means no clear call, values can overlap the other calls
FBA Mtb inh – inhibitors of M. tuberculosis fructose-bisphosphate aldolase. inhibition, % at 1 µM. actives 2.3% (n = 360,000). purified M. tuberculosis FBA, fluorescence read-out. AID 588726. P9WQA3; in the data active means inhibition above about 27%;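 further: 0% = vehicle and 100% = reference inhibitor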
Target sequence (P9WQA3 whole entry, looked up): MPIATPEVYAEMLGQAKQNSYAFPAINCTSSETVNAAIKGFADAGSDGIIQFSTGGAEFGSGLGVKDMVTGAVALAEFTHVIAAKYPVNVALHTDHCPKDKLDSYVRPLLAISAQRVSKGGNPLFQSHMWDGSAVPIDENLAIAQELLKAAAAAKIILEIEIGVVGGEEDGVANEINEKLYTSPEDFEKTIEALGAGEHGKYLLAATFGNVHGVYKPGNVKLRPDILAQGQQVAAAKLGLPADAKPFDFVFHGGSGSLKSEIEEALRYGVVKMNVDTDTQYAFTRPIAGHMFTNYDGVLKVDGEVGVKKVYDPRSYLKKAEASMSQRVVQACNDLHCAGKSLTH
Mtb BioA inh – blocks M. tuberculosis BioA enzyme activity | purified M. tuberculosis BioA enzyme, plate reader | inhibition, % at 9.99 µM | actives 0.096% (n = 360,000); in the data active means inhibition above about 40%; inconclusive means no clear call, values can overlap the other calls
Active calls of the source: *; ? = inconclusive; · = no result given; & = joins results of further samples.

Results follow in this order: FBA Mtb inh, Mtb UGM inh, FadD28 FP inh, Rv3671c inh, PrPC TRFRET, GDH-TPI inh, Mtb BioA inh, MazEF act, BoNT F protease
1) CCOC(=O)N1CCN(Cc2nc3ccc([N+](=O)[O-])cc3c(=O)n2-c2cccc(OC)c2)CC1
    -1, -5.5, -2.5, 2, -16, 9, -0.5, 4, -2
2) COc1ccc(/C(C)=N/NC(=O)c2sccc2-n2cccc2)cc1
    1, -2.1, -0.6, 6, -7, 7, ·, -30, -11
3) COc1ccc(S(=O)(=O)N2CCN(C(=O)c3ccco3)CC2)cc1C(C)(C)C
    1, -1.3, -1.1, 0, -5, 7, -1.4, 6, 16
4) Cc1cc(=O)[nH]c(SCn2nnc3ccccc3c2=O)n1
    -5, 0.6, -3.4, -4, 3, -3, 4.6, -2, -4
5) COC(=O)c1ccc(-c2ccc([C@H]3[C@H]4C=CC[C@@H](C)[C@@H]4C(=O)N3Cc3ccccc3)c(F)c2)cc1
    4, -0.9, -1.3, -12, -1, 11, -0.7, -7, 1
6) CCOC(=O)c1c2n(c3ccc(O)cc13)CCC2
    1, -1.5, -1.7, 8, 6, -4, 0.6, 6, -14
7) CCOC(=O)C1(Cc2cccc(OC)c2)CCN(CCO)CC1
    -3, 0.8, -4.5, 1, 3, -5, -1.9, 3, -3
8) O=C(NCCc1nccs1)C1CCC(=O)N(Cc2cccc(C(F)(F)F)c2)C1 (stereo not given)
    -1, -0.6, -1.2, -2, 6, -2, 0.4, 7, 3
9) Cc1ccc(S(=O)(=O)CCC(=O)OCC(=O)c2cc(C)ccc2C)cc1
    0, -0.9, -0.4, -1, -3, 1, ·, -2, -11
10) CCC(C)n1c(O)c(C=NCCc2ccccc2)c(=O)[nH]c1=S (stereo not given)
    0, 0.2, -2.0, 0, 2, 55*, 3.2, -4, ?
11) O=S1(=O)NC(=NCCOCCO)c2ccccc21
    -1, -1.1, 0.0, 5, -5, -2, 2.0, -11, 6
12) O=C(C1CCC1)N1CCc2cc(S(=O)(=O)Nc3ccc4c(c3)OCCO4)ccc21
    -2, 0.4, -1.0, -10, 0, 11, 0.8, 14, 3
13) CC(=O)c1ccc(NC(=S)N2CCN(C(=S)Nc3ccc(C(C)=O)cc3)C(C)C2)cc1 (stereo not given)
    -5, 0.5, 0.2, -5, -3, 6, ·, -4, 4
14) Cc1cc(C(=O)N2CCc3ccccc32)c2ccccc2n1
    4, 1.4, 2.0, 6, 6, -9, -1.0, 11, 3
15) CC(C)COC(=O)c1ccccc1OC(=O)c1ccncc1
    -1, -0.1, -0.1, 5, 9, -1, ·, -3, -2
16) COc1ccccc1CNC(=O)CSc1nc(=O)n(Cc2ccncc2)c2c1CCC2
    4, -5.4, -0.2, 0, 1, 4, 3.4, -12, ?
17) Cc1[nH]c(=O)[nH]c(=O)c1N(C)C
    1, -1.4, -2.2, -9, 1, -2, ·, 8, -4
18) CCN(C(=O)COC(=O)c1cc(S(=O)(=O)N2CCOCC2)ccc1F)C1CCS(=O)(=O)C1 (stereo not given)
    2, 1.0, -1.3, 0, 2, -1, ·, 3, 3
19) COc1ccc(Cc2c(O)[nH]c(=S)[nH]c2=O)cc1
    1, -1.0, -5.1, ·, -5, 0, -1.8, -6, 16
20) Cc1ccc(/C=N/NC(=O)CSc2nc3ccccc3c(=O)n2-c2ccccc2C)s1
    0, -0.6, -2.1, -37, 3, 20, ·, -9, -6
21) COC(=O)C1=NN(C(=O)c2cccc(Cl)c2)C(O)(C(C)(C)C)C1 (stereo not given)
    -4, 0.6, -1.1, 3, 8, 0, -4.2, 1, -3
22) COC(=O)c1ccc2nc(C(C)(C)C)c(Cc3ccc(OC)cc3C)n2c1
    -2, ·, -4.2, ·, -8, ·, 1.0, ·, -3
23) COc1ccc(Cc2nc3ccc(C(=O)N(C)CC4COCCO4)cc3o2)cc1 (stereo not given)
    3, -1.1, -2.4, 1, 1, 7, -0.1, 7, -12
24) COc1ccc(NS(=O)(=O)c2ccc(-n3nnc4ccccc43)c([N+](=O)[O-])c2)cc1
    1, 4.4, 1.3, -4, -6, -2, -3.9, -13, 0
25) CCn1c(=O)c2c(nc3n2CCS3)n(C)c1=O
    2, -1.8, -2.5, 0, -5, -4, -2.2, -1, -9
26) CCCC(C(=O)NC(C)(C)C)N(CCN1CCOCC1)C(=O)CNS(=O)(=O)c1ccccc1 (stereo not given)
    5, -0.9, -1.3, 5, 7, -1, 0.9, -3, 1
27) COc1ccc(NC(=O)CN(C)C(=O)C(NC(=O)c2ccco2)C(C)C)cc1 (stereo not given)
    4, ·, 2.4, ·, 4, 1, 0.9, 2, 0
28) C=CCN(CC=C)C(=O)c1c(OC)cccc1OC
    -1, -2.1, -1.5, -5, 2, 3, ·, -4, -6
29) CC(C)c1ccccc1NC(=O)Nc1ccc2c(c1)OCO2
    -1, -4.9, -0.5, -3, 15, -3, -2.1, 1, -1
30) CC1(C(=O)O)CCCN1C(=O)c1ccc(Cl)cc1Cl (stereo not given)
    -3, ·, -2.3, ·, -2, -2, -1.8, ·, 4
31) CC(C)(C)S(=O)(=O)/C(C#N)=C/Nc1ccccn1
    3, -2.4, 0.1, 6, 5, 10, -0.9, 0, -4
32) COc1cccc(C(=O)C2CCCN(C(=O)c3ccccc3Cl)C2)c1 (stereo not given)
    -5, 1.5, -4.5, -10, -3, -1, 0.7, 5, 16
33) Cc1ccc(NC(=O)CSc2ccc(-c3cccnc3)nn2)cc1
    3, 1.8, -1.7, 1, 4, 1, 0.6, 5, ·
34) Cc1ccc2c(c1)N(CCCC(=O)Nc1cccc(C(F)(F)F)c1)C(=O)CO2
    1, -1.0, -3.4, -3, -3, 6, 0.6, -2, 1
35) O=C(NCC1CCCN1S(=O)(=O)c1ccccc1)C(=O)NC1CC1 (stereo not given)
    3, 0.7, 0.9, 4, -6, -2, -2.4, 1, 9
36) O=C(COC(=O)Cc1ccc(Cl)cc1)NCCc1ccccc1
    3, 0.3, -1.8, -12, -4, 7, -0.4, 11, -18
37) CN(c1ccccc1)c1nc(N)c([N+](=O)[O-])c(Nc2ccc(F)cc2)n1
    -1, 0.1, -2.8, -1, -1, 1, -0.6, 5, 15
38) COc1ccccc1C(=O)Nc1nnc(-c2ccc3c(c2)CCCC3)o1
    1, 1.9, -2.5, 10, 7, 5, 1.3, 1, -10
39) Cn1c(=O)c2cc(S(=O)(=O)NCCC(=O)Nc3ccccc3F)ccc2n(C)c1=O
    1, 1.8, -1.0, -2, 4, 11, ·, 4, -7
40) CCOC(=O)c1c(S(=O)(=O)NCC2CCN(CCc3cccs3)CC2)c(C)n(C)c1C
    -1, -1.1, 0.1, -3, 1, 7, 0.2, -1, 12
41) O=C(CCN1C(=O)c2ccccc2C1=O)Nc1ccc(F)cc1
    1, -1.4, 0.7, 1, 3, 7, 1.7, 0, -7
42) COc1ccc(C(CNCC(O)COc2c(C)ccc(C)c2C)N(C)C)cc1 (stereo not given)
    1, -4.5, -1.6, -3, 8, 1, -1.3, 0, -19
43) COc1ccccc1NC(=O)CC1Nc2ccccc2NC1=O (stereo not given)
    -1, 1.0, -6.1, -2, -5, 8, 0.7, 5, 0
44) C/C(=N/NC(=O)CNC(=O)COc1ccccc1)c1ccc(Cl)cc1
    4, -1.0, -0.6, -1, -3, 8, -1.6, -2, 3
45) Cc1onc(-c2ccccc2)c1C(=O)NC(CC(=O)O)c1ccc(OC(C)C)cc1 (stereo not given)
    1, 1.0, -3.1, -5, 2, 3, -1.3, 1, ?
46) O=C(O)CC/C(=C\c1cccc(NC(=O)c2ccccc2Cl)c1)c1nc2ccccc2s1
    6, 1.2, -0.8, -15, -3, 20, -3.2, 3, -2
47) Cn1nccc1NC(=O)COCC(=O)O
    0, 0.2, -1.6, -4, -4, -2, ·, 1, -9
48) Cc1cc(=O)oc(C)c1C(=O)OCC(=O)c1ccc(Br)cc1
    0, -2.9, -3.3, -7, 1, 5, -1.8, -4, 5
49) O=[N+]([O-])c1ccccc1S(=O)(=O)N1CCCc2ccccc21
    1, -0.1, 0.7, 5, -13, 17, -0.8, -1, -25
50) C[C@H]1CN([C@@H](C)CO)S(=O)(=O)c2ccc(Br)cc2O[C@H]1CN(C)C(=O)c1cnccn1
    -3, ·, -0.2, ·, 8, 4, 2.5&2.7&2.8, 2, -7
51) Cc1ccc2c(c1)C(=O)CC1(CCC(C(C)(C)C)CC1)O2 (stereo not given)
    -1, -1.4, -2.7, 0, 1, 4, -1.8, -2, 4
52) Cc1cc(C)nc(-n2nc(C)cc2Nc2ccccc2)n1
    -2, 3.5, 1.2, 1, 2, 7, ·, 9, -6
53) COc1cccc(-n2c(C)nc3c(cnn3-c3ccc(C)cc3)c2=O)c1
    3, 2.6, 0.7, 0, 9, 8, 0.2, -2, -18
54) CN1C2Cc3c(n(C)c4ccccc34)C1CC=C2CO (stereo not given)
    6, -1.6, -0.3, 3, -2, 6, -0.8, 3, -1
55) COc1ccccc1C(=O)Nc1cc(-c2ccc(C)cc2)no1
    0, -3.8, -0.8, -18, 3, -7, -1.3, 1, -1
56) CC(C)C[C@H](NC(=O)c1nc[nH]c1C(=O)N[C@@H](CCCCNC(=O)OC(C)(C)C)C(=O)OC(C)(C)C)C(=O)OCc1ccccc1
    -3, -0.2, -0.6, -40, 7, 7, -0.8, -2, -13
57) COc1ccc(C2=NN(CC(=O)Nc3ccccc3C)C(=O)CC2)cc1
    2, 4.3, -2.5, -2, 7, 8, 1.4, 8, -5
58) CCCCCCCCC(=O)N1C(C)CCC1C (stereo not given)
    0, ·, -0.5, ·, -5, -1, -0.1, 3, -6
59) O=C(Oc1cccc(C(=S)N2CCOCC2)c1)c1ccccc1
    0, -2.1, -1.6, 1, 1, -3, -0.7, 11, 2
60) COc1ccc2c(c1)OC[C@H]1[C@H]2N2C(=O)c3ccc(C)cc3NC(=O)[C@@]2(C)[C@H]1c1ccccc1
    2, 1.3, -2.1, -21, 9, 7, -3.1, -6, -4
61) Cc1ccc(NC(=O)c2cc(S(=O)(=O)NCCc3ccccc3)ccc2F)cc1Cl
    -1, -0.5, 2.1, -169, 9, 11, 0.0, -3, -6
62) COc1ccc(C(=O)Nn2c(SCc3cccc([N+](=O)[O-])c3)nc3ccccc3c2=O)cc1
    1, -1.3, 0.2, -70, 7, 15, -1.2, -2, -2

Shown with bars between the fields: part of the list above.
nr | Structure | FBA Mtb inh | Mtb UGM inh | FadD28 FP inh | Rv3671c inh | PrPC TRFRET | GDH-TPI inh | Mtb BioA inh | MazEF act | BoNT F protease
41 | O=C(CCN1C(=O)c2ccccc2C1=O)Nc1ccc(F)cc1 | 1 | -1.4 | 0.7 | 1 | 3 | 7 | 1.7 | 0 | -7
36 | O=C(COC(=O)Cc1ccc(Cl)cc1)NCCc1ccccc1 | 3 | 0.3 | -1.8 | -12 | -4 | 7 | -0.4 | 11 | -18
49 | O=[N+]([O-])c1ccccc1S(=O)(=O)N1CCCc2ccccc21 | 1 | -0.1 | 0.7 | 5 | -13 | 17 | -0.8 | -1 | -25
57 | COc1ccc(C2=NN(CC(=O)Nc3ccccc3C)C(=O)CC2)cc1 | 2 | 4.3 | -2.5 | -2 | 7 | 8 | 1.4 | 8 | -5
